Screening data as filed in PubChem.
VEEV TC-83 Vero: inhibitors of VEEV TC-83 cytopathic effect, confirmation, Vero cells (AID 588727); Vero cells, VEEV TC-83 cytopathic effect inhibition; higher % means a stronger effect; one-dose inhibition, % at 20 µM; IC50 in µM for titrated hits; 350,000 tested, 0.13% active; in the data active = a potency from the dose series; inconclusive = inhibition mostly from about 14% at the one dose, without a potency; inactive = the rest, 99 in 100 with inhibition below about 12%; also: strong numbers were not always called active
H37Rv inhibition: M. tuberculosis growth inhibition, HTS (AID 449762). M. tuberculosis H37Rv growth inhibition, 7H9 media; higher % means a stronger effect. inhibition, % at 25 µM; hits with a dose series show IC50 in µM. 330,000 tested, 0.59% active; in the data active = a potency from the dose series; inconclusive = inhibition above about 70% without an active follow-up result;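 also: bacterial growth assessed after seven days of incubation; strong numbers were not always called active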
H1N1 NS1A inhibition: NS1A inhibition, H1N1 influenza, cell based functional assay (AID 504329) | NS1A functional cell-based assay, percent inhibition; higher % means a stronger effect | one-dose inhibition, % at 12.5 µM; IC50 in µM for titrated hits | 340,000 tested, 0.3% active; in the data active = a potency from the dose series; inconclusive = inhibition above about 27% without an active follow-up result; also: strong numbers were not always called active
Salmonella PhoP GFP: PhoP regulon inhibitors, Salmonella typhi PhoP promoter GFP reporter, confirmatory (AID 1850); 310,000 tested, 0.33% active; one-dose inhibition, % at 50 µM; IC50 in µM for titrated hits; Salmonella Typhi PhoP-promoter GFP reporter, fluorescence, 4 h; higher % means a stronger effect; in the data active = a potency from the dose series; inconclusive = inhibition mostly from about 25% at the one dose, without a potency; inactive = the rest, 99 in 100 with inhibition below about 19%;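 also: 0% = induced wells with vehicle and 100% = uninduced wells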
M. tuberculosis: growth inhibition of non-replicating M. tuberculosis (AID 488890); Mycobacterium tuberculosis non-replicating, growth inhibition; higher % means a stronger effect; inhibition, % at 25 µM, or IC50 in µM where a hit was titrated; 320,000 tested, 0.39% active; in the data active = a potency from the dose series; inconclusive = inhibition mostly from about 82% at the one dose, without a potency; inactive = the rest, 99 in 100 with inhibition below about 76%;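 also: plate controls were DMSO cells for no effect and high antibiotic wells for full effect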
* marks the source's active call; other numbers are inactive results; i = inactive; ? = inconclusive; . = not tested or not shown.

Molecule	VEEV TC-83 Vero	H1N1 NS1A inhibition	Salmonella PhoP GFP	M. tuberculosis	H37Rv inhibition
CC(C)(C)c1cc(CCC(=O)NCC2CCCO2)cc(C(C)(C)C)c1O (stereo not given)	i	-21%	-14%	0%	-3%
COc1ccc(Cl)cc1NC(=O)C1CCCN(c2ncnc3c2nc2n3CCCCC2)C1 (stereo not given)	10%	3%	4%	23%	26%
O=C1NC(=O)N(Cc2ccc(F)cc2)C(=O)/C1=C\C=C\c1ccco1	1.4%	5%	12%	.	69%
COc1ccc(S[C@@H](CCN2CC[C@H](C)CCC2=O)c2ccccc2)cc1	1.4%	11%	.	-5%	5%
CS(=O)(=O)N1CCN(c2ccccc2NC(=O)c2ccc(Br)o2)CC1	8.9%	2%	-5%	4%	4%
CCOC(=O)[C@@H]1[C@H]2COc3cc(OC)ccc3[C@@H]2N2C(=O)N(c3ccc(Br)cc3)C(=O)[C@@]12C	i	1%	-8%	19%	-1%
COc1ccc(S(=O)(=O)c2c(O)c3ccc(C(=O)Nc4ccccc4)cc3[nH]c2=O)cc1	1.4%	5%	3%	2%	-9%
O=C(CSc1ncccn1)NCc1ccccc1Cl	0.9%	-9%	-8%	-1%	-5%
CC(=O)C12CCCCC1CC1C3CC(C)C4(O)CC(=O)CCC4(C)C3CCC12C (stereo not given)	i	-16%	5%	-7%	7%
COc1cccc(NC(=O)COC(=O)CCn2c(C)csc2=O)c1	1.6%	-13%	4%	-7%	3%
COc1cccc(C(=O)OCn2nnc3ccccc3c2=O)c1	0.4%	-7%	-6%	?	?
COc1ccc(C(=O)NC(=S)Nc2ccc([N+](=O)[O-])cc2C)cc1OC	2.2%	2%	0%	62%	6%
Cc1nn(-c2ccccc2)c(Cl)c1C(=O)Nc1nnc(C2CCCCC2)s1	6.4%	1%	-11%	53%	17µM*
CNC(=O)Nc1ccc2nc(C)sc2c1	1.2%	-2%	-6%	3%	0%
O=C(CSc1nnc(-c2cccc(S(=O)(=O)N3CCCC3)c2)n1-c1ccccc1)Nc1ccc(C(=O)O)cc1	1.3%	-2%	3%	20%	1%
Cc1ccc2c(c1)N(C(=O)CCC(=O)NCc1cccc(Cl)c1)CC(C)O2 (stereo not given)	2.6%	-6%	7%	12%	-3%
O=C(Cc1ccc(S(=O)(=O)N2CCCC2)s1)NC1CCCCCC1	1.6%	-3%	5%	9%	-8%
Cc1ccc(C(=O)OCC(=O)Nc2sc3c(c2C#N)CCC3)cc1	i	-5%	-5%	32%	-6%
COC(=O)/C(=C\c1ccc2c(c1)c1ccccc1n2C)NC(=O)c1ccccc1	7.5%	0%	-1%	-10%	-7%
COc1ccc(CCNC(=O)C(=O)NCC2OCCN2S(=O)(=O)c2ccccc2)cc1 (stereo not given)	i	1%	-4%	16%	-5%
N#CC(C#N)=Cc1ccc(-c2ccc(S(=O)(=O)N=C(N)N)cc2)o1	1.7%	-4%	-2%	17%	8%
CC1(c2nnc(-c3ccc(F)cc3)o2)CC(c2ccc(Cl)cc2)=NO1 (stereo not given)	2.4%	-9%	5%	43%	-7%
CC1CCN(C(=S)NC(=O)C2CCCCC2)CC1	i	2%	-3%	18%	2%
COc1cccc(C(=O)NOCc2ccccc2)c1OC	1.0%	-8%	.	0%	4%
CC1c2nc3ccccc3n2C(CC(=O)NCCCN2CCOCC2)C(=O)N1Cc1ccccc1 (stereo not given)	i	-2%	-10%	16%	2%
CC(=O)N1CCOc2ccc(S(=O)(=O)Nc3ncccc3C)cc21	2.4%	-13%	2%	-7%	11%
O=C(OCCN1C(=O)c2ccccc2C1=O)c1cc(S(=O)(=O)N2CCOCC2)ccc1Cl	6.5%	-5%	1%	-6%	-3%
O=C(NCCNc1cc(Cl)ccc1[N+](=O)[O-])c1ccco1	0.1%	0%	-7%	5%	-6%
CCOC(=O)/C(C#N)=C/c1cc(C)n(-c2ccc(C)cc2)c1C	1.2%	8%	-5%	6%	2%
COc1ccc(C(c2nnnn2C2CCCC2)N2CCN(c3ccccc3)CC2)cc1 (stereo not given)	2.5%	4%	-4%	40%	5%
C=CCn1c2ccccc2c(=O)c2cc(C#CC[C@@H](C)O)ccc21	4.7%	-22%	.	69%	27%
COc1ccc2c(c1)CCc1c(C(=O)N3CC4(C)CC3CC(C)(C)C4)noc1-2 (stereo not given)	i	0%	0%	47%	?
C/C(=N\NC(=O)c1ccc([N+](=O)[O-])cc1)c1cc2ccccc2oc1=O	0.8%	20%	-3%	70%	-7%
CCN(CC)S(=O)(=O)c1cc(C(=O)Nc2cc(S(=O)(=O)N3CCOCC3)ccc2N2CCCC2)ccc1F	9.5%	-3%	.	.	.
COC(=O)NNC(=O)c1ccc(C)c(Br)c1	0.6%	-6%	-4%	9%	6%
Cc1cc2oc(=O)cc(-c3ccccc3)c2c(C)c1-c1ccc(C#N)cc1	0.3%	-2%	.	.	.
O=C(COC(=O)CCCN1C(=O)c2cccc3cccc(c23)C1=O)NC1CCS(=O)(=O)C1 (stereo not given)	4.3%	-7%	.	.	.
CC1(C(=O)Nc2c(F)c(F)c(F)c(F)c2F)CC1(Br)Br (stereo not given)	1.4%	-7%	-1%	8%	-4%
COc1ccc(C(O)(CCN2CCCCC2)C2CCCCC2)cc1 (stereo not given)	0.6%	-7%	-2%	?	6%
O=C(NCc1ccncc1)c1cccc(S(=O)(=O)Nc2ccc(F)cc2)c1	1.5%	1%	.	.	.
CCc1cc2c(=O)c(-c3ccc4c(c3)OCCO4)coc2c(CN2CCCCC2C)c1O (stereo not given)	3.5%	4%	-3%	16%	6%
O=C(CCCNC(=O)c1ccc(Cl)cc1)Nc1ccccc1F	5.2%	6%	12%	39%	-8%
COc1ccc(OC)c(NC(=O)CN(C)CCOc2ccc(Br)cc2)c1	i	13%	-10%	23%	7%
Cc1ccc(NC(=O)CSc2nc(=O)n(CCCN(C)C)c3c2CCC3)c(C)c1	0.7%	2%	-1%	22%	1%
Cc1nnc(NC(=O)c2ccc(-c3ccc(Cl)cc3)o2)s1	2.0%	-4%	-4%	11%	12%
Cc1cc(C)n(-c2nc(SCCN(C)C)c3c4c(sc3n2)CCCC4)n1	i	26%	41µM*	6.7µM*	?
CN(C)CC(O)COC(c1ccc(Cl)cc1)c1ccc(Cl)cc1 (stereo not given)	1.6%	-1%	-8%	52%	-2%
Cc1ccc(SCC(=O)Nc2cccc(NC(=O)c3ccco3)c2)cc1	3.0%	8%	0%	23%	-2%

7 of the compounds above, with values under each structure.
Order of values: VEEV TC-83 Vero	H1N1 NS1A inhibition	Salmonella PhoP GFP	M. tuberculosis	H37Rv inhibition
Cc1ccc(NC(=O)CSc2nc(=O)n(CCCN(C)C)c3c2CCC3)c(C)c1
  0.7%	2%	-1%	22%	1%
Cc1cc(C)n(-c2nc(SCCN(C)C)c3c4c(sc3n2)CCCC4)n1
  i	26%	41µM*	6.7µM*	?
O=C(CCCNC(=O)c1ccc(Cl)cc1)Nc1ccccc1F
  5.2%	6%	12%	39%	-8%
CCc1cc2c(=O)c(-c3ccc4c(c3)OCCO4)coc2c(CN2CCCCC2C)c1O (stereo not given)
  3.5%	4%	-3%	16%	6%
Cc1nnc(NC(=O)c2ccc(-c3ccc(Cl)cc3)o2)s1
  2.0%	-4%	-4%	11%	12%
Cc1ccc(SCC(=O)Nc2cccc(NC(=O)c3ccco3)c2)cc1
  3.0%	8%	0%	23%	-2%
O=C(COC(=O)CCCN1C(=O)c2cccc3cccc(c23)C1=O)NC1CCS(=O)(=O)C1 (stereo not given)
  4.3%	-7%	.	.	.

The results go on:
Molecule	VEEV TC-83 Vero	H1N1 NS1A inhibition	Salmonella PhoP GFP	M. tuberculosis	H37Rv inhibition
COc1ccccc1/C=C/CN1CCN(c2ccccc2)CC1	0.8%	9%	-10%	1%	6%
CN(C)S(=O)(=O)c1cccc(COC(=O)CNC(=O)c2ccc(Br)o2)c1	1.0%	-9%	.	.	.
CCOc1cc(/C=N/Nc2ncc(C)c(=O)[nH]2)ccc1O	1.7%	1%	-6%	-1%	-6%
Brc1ccc(-c2csc(N/N=C/c3ccco3)n2)cc1	7.4%	4%	3%	-9%	47%
CCOC(=O)C1C(=O)C=C(c2cccs2)CC1c1ccccc1 (stereo not given)	7.4%	-3%	-5%	31%	-5%
O=C(COc1ccccc1)N=C1SC2CS(=O)(=O)CC2N1c1ccccc1 (stereo not given)	2.1%	-13%	-2%	-1%	0%
CCOc1ccc2[nH]c(C)c(CN3CCCCC3)c(=O)c2c1	i	-6%	5%	-6%	1%
Nc1cc([N+](=O)[O-])ccc1Nc1ccccc1	i	1%	-1%	3%	3%
O=C(C1=C(O)C(=O)N(Cc2ccccc2)C1c1ccco1)c1ccco1 (stereo not given)	i	-11%	5%	28%	0%
CCS(=O)(=O)N1Cc2ccccc2CC1C(=O)Nc1cccc(S(=O)(=O)N(C)C)c1 (stereo not given)	0.9%	-1%	-14%	3%	9%
CC(C)Cn1c(N)c(C(=O)COC(=O)c2cnc(Cl)c(Cl)c2)c(=O)n(C)c1=O	0.9%	-7%	-2%	i	?
O=C(Nc1ccc(-c2cscn2)cc1)C1CCCN(Cc2ccccc2)C1 (stereo not given)	1.7%	12%	-14%	50%	?
O=C1CCCN1CCCNC(=S)Nc1ccccc1Cl	0.6%	10%	1%	48%	-1%
c1ccc(CC2CNc3ccccc3CN2)cc1 (stereo not given)	1.9%	3%	-7%	9%	-1%
CC(C)N=c1scc(-c2ccco2)n1/N=C/c1ccc(O)c(O)c1	6.7%	39µM*	4%	0%	10%
CCC(CO)Oc1cc(NCc2cccc(C)c2)c2ncn(C(C)C)c2c1 (stereo not given)	0.3%	4%	.	15%	1%
Cc1cc(NC(=O)Nc2ccc(Cl)c(Cl)c2)n(-c2ccccc2)n1	5.7%	-19%	-8%	58%	?
COc1ccccc1NS(=O)(=O)c1ccc(C(=O)NCC(c2ccc(F)cc2)N2CCOCC2)cc1 (stereo not given)	i	-5%	.	17%	-12%
CCC(CC)NC(=O)COC(=O)c1cc(Br)ccc1Cl	0.3%	-2%	-12%	?	?
CC1(c2cc(C(F)(F)F)n3nc(C(=O)O)cc3n2)CC1	0.7%	-2%	-15%	.	2%
Cc1cc(NC(=O)CCOc2ccccc2)no1	i	5%	-14%	28%	-10%
O=C(CN1C(=O)NC2(CCCCCC2)C1=O)c1cccs1	2.2%	-2%	.	35%	-1%
COc1ccc(C(=O)NNC(=O)CCC(=O)Nc2ccc(C)cc2C)cc1	0.9%	-21%	0%	-7%	4%
C/C(=N\O)C1(C)N(O)C(C)(C)C(c2ccc(Br)cc2)=[N+]1[O-] (stereo not given)	0.1%	4%	1%	14%	1%
C=CCC[C@H](Cc1ccc(F)cc1)C(=O)OC[C@@H](C)NC(=O)[C@@H](CC=C)CC(=O)N[C@@H](CO)Cc1ccccc1	i	-9%	.	27%	6%
CCCn1c2ccccc2c2nnc(SCC(=O)Nc3ncccn3)nc21	9.3%	3%	2%	7%	-5%
CCNC(=S)Nc1cc(OC)c(NC(=O)c2ccco2)cc1OC	i	-13%	5%	65%	0%
CC(C)(C)C(=O)OCc1cn(-c2ccccc2)nn1	5.4%	-1%	-2%	69%	-7%
O=C(COC(=O)Cc1ccc(Cl)cc1Cl)NC1CC1	1.1%	3%	.	43%	7%
CCc1ccc(C(=O)/C=C/c2cnn(C)c2C)s1	i	6%	5%	3%	-20%
COC(=O)c1ccccc1SCC(=O)Nc1ccc(N2CCOCC2)cc1	3.0%	-8%	-8%	2%	-2%
COc1ccc(CC(=O)Nc2ccc(S(=O)(=O)Nc3ncccn3)cc2)cc1OC	0.5%	-4%	14%	16%	5%
COCCN1C(=O)c2ccccc2C(C(=O)Nc2ccc3c(c2)OCCO3)C1c1ccc(F)cc1 (stereo not given)	2.4%	0%	5%	-7%	-9%
CNC(=O)c1sc(Nc2ccc(OCc3ccccc3)cc2)nc1C	0.9%	14%	-1%	8%	2%
CCc1ccccc1NC(=O)C1=CN2CCS(=O)(=O)N=C2C=C1	4.9%	-4%	.	.	.
O=C(CN1C(=O)c2ccccc2C1=O)c1ccccc1	0.5%	5%	4%	-1%	-7%
CCOC(=O)c1[nH]c2ccc(Br)cc2c1NC(=O)CCN1CCCC(C)(C)C1	0.6%	10%	-3%	22%	1%
